GLP1R cytotox = qHTS of GLP-1 Receptor Inverse Agonists: Cytotox Screen; HEK293 cAMP-luciferase reporter cells, luminescence, 24 h; Potency, µM (titrated, usually from 38.3 µM), inactives show at the top dose activity change, negative = inhibition, most hits filed as inhibitors; 410,000 compounds, 0.13% hits;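 also: loss of luciferase light is scored as toxicity; potency is read from the fitted curve at half-maximal effect; % is scaled to controls: 0 for no effect and ±100 for the full control effect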
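Seeding density was 200 cells/uL; after overnight-length (12 h) culture, 23 nL compounds went on for 24 h at 37 °C. Readout used a luciferase detection reagent, luminescence taken after 12 min at room temperature.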
GLP-1R inv ag = qHTS of GLP-1 Receptor Inverse Agonists (Inhibition Mode); HEK293 GLP-1R CRE-luciferase, luminescence, 24 h; GLP-1R form is constitutively active; 410,000 compounds, 1.6% hits; AID 624417, 2012; Potency, µM (top dose mostly 38.3 µM), without a hit: top-dose activity change, negative = inhibition, hits mostly inhibitors; also: potency is read from the fitted curve at half-maximal effect; % is scaled to controls: 0 for no effect and ±100 for the full control effect; nearly all actives have a fitted effect of over 55% in size
Target sequence (P43220 whole entry, looked up): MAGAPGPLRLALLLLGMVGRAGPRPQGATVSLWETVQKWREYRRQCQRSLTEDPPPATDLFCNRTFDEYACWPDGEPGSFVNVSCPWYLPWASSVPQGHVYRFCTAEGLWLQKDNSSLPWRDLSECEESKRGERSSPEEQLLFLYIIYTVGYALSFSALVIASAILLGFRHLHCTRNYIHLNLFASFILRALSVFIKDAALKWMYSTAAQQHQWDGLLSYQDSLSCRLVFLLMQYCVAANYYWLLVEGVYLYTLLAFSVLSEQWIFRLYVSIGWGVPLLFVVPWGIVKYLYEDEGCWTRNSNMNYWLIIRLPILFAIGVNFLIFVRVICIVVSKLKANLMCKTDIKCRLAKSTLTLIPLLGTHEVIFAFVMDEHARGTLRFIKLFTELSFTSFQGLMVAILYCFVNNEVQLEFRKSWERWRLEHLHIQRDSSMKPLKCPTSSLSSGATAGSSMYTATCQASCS
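Inverse agonism was detected as reduced cAMP-driven luciferase luminescence after 24 h compound treatment. The cells were HEK293 clones expressing constitutively active human GLP-1R with the reporter. Reporter-only and GPR119 cell lines served as counterscreen controls.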
PLK1 PBD block = qHTS for Inhibitors of PLK1-PDB (polo-like kinase 1 - polo-box domain): Primary Screen. Potency, µM, for the others: max response, negative = inhibition, actives largely listed as inhibitors. AID 720504, 2013. Plk1 PBD binding of FITC phosphopeptide, fluorescence polarization. Serine/threonine-protein kinase PLK1 (Homo sapiens), P53350. 360,000 compounds, 2.8% hits; also: potency is read from the fitted curve at half-maximal effect; series mostly up to about 57 µM; % is scaled to controls: 0 for no effect and ±100 for the full control effect; nearly all actives have a fitted effect of over 65% in size
Target sequence (P53350 whole entry, looked up, the tested form may be a part): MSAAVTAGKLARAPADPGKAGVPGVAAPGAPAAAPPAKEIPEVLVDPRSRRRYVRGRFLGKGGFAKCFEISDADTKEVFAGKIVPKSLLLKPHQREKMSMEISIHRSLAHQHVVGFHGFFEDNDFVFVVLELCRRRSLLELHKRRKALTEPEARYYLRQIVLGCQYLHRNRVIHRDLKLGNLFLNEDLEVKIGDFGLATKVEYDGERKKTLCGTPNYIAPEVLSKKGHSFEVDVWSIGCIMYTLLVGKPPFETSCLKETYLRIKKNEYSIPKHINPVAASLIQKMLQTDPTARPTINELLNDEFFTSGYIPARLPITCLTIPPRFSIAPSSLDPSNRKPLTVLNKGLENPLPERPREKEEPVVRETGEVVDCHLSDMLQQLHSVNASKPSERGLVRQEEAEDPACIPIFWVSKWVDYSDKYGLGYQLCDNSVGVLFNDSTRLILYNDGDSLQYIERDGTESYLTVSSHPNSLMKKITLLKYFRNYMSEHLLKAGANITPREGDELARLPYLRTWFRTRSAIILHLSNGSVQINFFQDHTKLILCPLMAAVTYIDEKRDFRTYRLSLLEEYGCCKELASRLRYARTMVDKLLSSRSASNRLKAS
PTHR1 agonist = qHTS for PTHR1 Agonists: Primary Screen; Parathyroid hormone/parathyroid hormone-related peptide receptor (Homo sapiens), Q03431; HEK293 GP2 PTHR1 cells, GloSensor cAMP luminescence, 1 h; Potency, µM (series often up to 115 µM), inactives show at the top dose activation, hits mostly activators; 410,000 compounds, 0.075% hits; AID 743266, 2014; also: potency is read from the fitted curve at half-maximal effect; nearly all actives have a fitted effect of over 55% in size; some results filed as inactive show a strong effect at the top dose; inactives centre near -15; many of its hits are not listed in these tables
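HEK-293-derived GP2 cells expressing PTHR1 and a GloSensor cAMP reporter, 3,000/well, plated overnight, given luciferin plus IBMX (each 0.5 mM as added) for 1 h at 37 °C, then compound for 1 h at 37 °C. Luminescence was read after 15 min at room temperature.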
EPAC1 ag = qHTS for Agonist of cAMP-regulated guanine nucleotide exchange factor 3 (EPAC1): primary screen; EPAC1 agonist qHTS, biochemical assay; response scale: 100% = response to 6.5 mM cAMP; Potency, µM (top dose mostly 154 µM), for inactives: at the highest dose activation, actives largely listed as activators; 360,000 compounds, 0.073% hits; AID 720707, 2013; also: potency is read from the fitted curve at half-maximal effect; nearly all actives have a fitted effect of over 60% in size
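EPAC1 100 nM, Rap1B–BODIPY-GDP 250 nM, unlabeled GDP 50 uM; compound titration; 5 min RT; kinetic read ex480/em540 at 5-min intervals ×30 min; data normalized to 6.5 mM cAMP agonist control.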
IL2 activator = qHTS of IL-2 Activators | IL-2 activation reporter assay, cell-based qHTS; stimulated with anti-CD3/CD4/CD28 beads; in transgenic mouse T cells | activation, % (series mostly up to about 46 µM) | 360,000 compounds, 0.065% hits | AID 652025, 2013; in the data active = activation above about 50%; inconclusive = mostly about 30% to 49%; also: 0% is about no effect
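Using fluorescent plate cytometry, EGFP and DsRed are detected in transgenic mouse T cells stimulated 18 h at 37 degrees C with antibody-coated beads after 60 min compound pretreatment.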
PI5P4K alpha inh = qHTS for Inhibitors of phosphatidylinositol 5-phosphate 4-kinase (PI5P4K). Phosphatidylinositol 5-phosphate 4-kinase type-2 alpha (Homo sapiens), P48426. PI5P4Kalpha enzyme, ADP-Glo luminescence, 60 min; active compounds read low. max response, %. 330,000 compounds, 1.2% hits. AID 652105, 2013; active = max response of -50% or lower; inconclusive = between -30% and -50%; inactive = -30% or higher; also: value at the top dose of about 77 µM; % is scaled to controls: 0 for no effect and ±100 for the full control effect
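Single end-point luminescence (ADP-Glo) quantified ADP from PI5P4Kalpha turnover; ATP 5 microM final, 1 h at RT, 0.1% CHAPS and 0.28 mM EGTA in HEPES pH 7.4.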
EPAC1 antagonist = qHTS for Antagonist of cAMP-regulated guanine nucleotide exchange factor 3 (EPAC1): primary screen; Rap guanine nucleotide exchange factor 3 (Homo sapiens), O95398; EPAC1 GEF assay, Rap1b-BODIPY-GDP exchange fluorescence; Potency, µM (titrated, usually from 115 µM), without a hit: at the top dose activity change, negative = inhibition, usual class: inhibitors; 360,000 compounds, 0.14% hits; AID 720709, 2013;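 also: potency is read from the fitted curve at half-maximal effect; plate controls were vehicle for no effect and positive control for full effect; nearly all actives have a fitted effect of over 50% in size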
GLP1R ag = qHTS of GLP-1 Receptor Agonists. HEK293 GLP-1R CRE-luciferase, luminescence, 4-6 h; cells express a hypersensitive GLP-1R form. 380,000 compounds, 0.007% hits. Potency, µM (titrated, usually from 45.6 µM), for the others: at the top dose activation, most hits filed as activators. Glucagon-like peptide 1 receptor (Homo sapiens), P43220; also: potency is read from the fitted curve at half-maximal effect; % of control where 0% means no effect
Starred values were filed as active, the others as inactive; i = inactive; ? = inconclusive; nt = no result given; & = joins results of further samples; [ ] = another dose, or the depositor's remark. Unless noted, calls follow the shape of the dose curve; as a rule, active = well fitted curve in the direction sought with a large enough effect; inconclusive = small, poorly fitted or top-dose-only effect, or another doubt; inactive = no such curve, though single readings can be large; an effect the other way counts as inactive or inconclusive.

item | SMILES | GLP1R cytotox | GLP-1R inv ag | PLK1 PBD block | PTHR1 agonist | EPAC1 ag | IL2 activator | PI5P4K alpha inh | EPAC1 antagonist | GLP1R ag
1 | COc1ccc(N(CC(=O)Nc2ccccc2C(=O)N2CCOCC2)S(=O)(=O)c2ccc(F)cc2)cc1 | 6% | 15% | 0% | i | 0% | 0.2 | -1 | -25% | -15%
2 | CCOc1ccc(C(=O)Nc2cc(-c3nc4ccccc4s3)ccc2OC)cc1 | -5% | -18% | nt | 10% | nt | nt | nt | nt | 0%
3 | O=C(Nc1cccc2cccc(NC(=O)c3ccco3)c12)c1ccco1 | 4% | 5% | -4% | i | 0% | -1.4 | nt | -19% | -3%
4 | CCc1nc(N2CCN(C(=S)NCCCOC)CC2)c2c3c(sc2n1)CCCC3 | ? | 11µM* | -1% | -89%[inhibitor] | 8% | 4.5 | 2 | -9% | -1%
5 | CC(C)NC(=S)NCc1cccs1 | 4% | -15% | -8% | -10% | 8% | -0.7 | 2 | 7% | -3%
6 | Cc1cc(C)c2c(NC(=O)CCl)nn(C)c2n1 | ? | ? | 2% | -7% | 8% | -1.5 | 4 | -18% | -4%
7 | CSCCC1NC(=O)N(CC(=O)Nc2ccc(Br)cc2Br)C1=O (stereo not drawn) | -11% | -11% | 5% | -17% | 1% | 1.6 | -1 | -16% | -7%
8 | O=C(CN1C(=O)C2CC=CCC2C1=O)NC1=NCCS1 (stereo not drawn) | -3% | -4% | -9% | i | 5% | -1.1 | 2 | -3% | 6%
9 | CCOC(=O)[C@]12Cc3c(cc(OC)c(OC)c3OC)[C@H]1N(Cc1ccccc1)C(=O)c1cc(OC)ccc12 | ? | ? | 7.5µM* | -10% | -3% | -1.1 | 5 | -16% | -29%
10 | O=C1Nc2ccccc2CCC1Sc1nnc(-c2ccc(Cl)cc2)s1 (stereo not drawn) | 6% | 0% | 1% | -24%[57.5 µM] | 0% | -1.1 | 1 | -14% | -6%
11 | O=c1c2c3c(sc2n2cnnc2n1-c1ccccc1)N(Cc1ccccc1)CCC3 | 81%[activator] | 7% | 30µM* | -41%[inhibitor][57.5 µM] | 5% | 0.0 | -20 | -4% | 1%
12 | O=C(OCC(=O)N1CCOCC1)C(c1ccccc1)c1ccccc1 | 9% | -12% | -1% | -32%[inhibitor] | 5% | -0.6 | 3 | 3% | -1%
13 | CCCc1[nH]n(-c2ccc([N+](=O)[O-])cc2)c(=O)c1C=NCCc1ccc(OC)c(OC)c1 | 2% | 4% | 4% | i | 3% | -2.4 | 2 | 5% | 4%
14 | COCCn1cnc2c1c(=O)n(Cc1ccc(C#N)cc1)c(=O)n2Cc1ccccc1 | -8% | -8% | -8% | i | 3% | 0.2 | -8 | -12% | 11%
15 | COc1cccc(NC(=O)C2(C)CCCN(C(C)C)C2)c1 (stereo not drawn) | 2% | 3% | 9% | -6% | 1% | 0.2 | -1 | 0% | -3%
16 | N#Cc1ccc(C23CC4(C2)[C@H](CN(CC2CCCCC2)[C@@H]4c2ccccc2)C3c2ccc(Cl)nc2)cc1 (stereo partly drawn) | 4% | ? | 1% | -7% | -15% | -0.1 | -5 | -1% | -3%
17 | CN=Cc1c(NC)nc2c(C)cccn2c1=O | 1% | 18% | -13% | -19% | -7% | -0.5 | -4 | 3% | 5%
18 | O=C1COc2cc(O)ccc21 | -3% | 0% | 8% | i | 1% | -0.6 | 6 | 0% | 0%
19 | O=C(NNC1CC(=O)N(c2ccccc2)C1=O)c1cccnc1 (stereo not drawn) | 1% | 15% | -4% | i | -11% | 1.7 | 0 | 2% | -1%
20 | CSc1ncccc1C(=O)NCc1nnc2ccccn12 | 7% | 44%[activator] | 0% | ? | 5% | -0.5 | -5 | 2% | 12%

By substructure, the entries above with two or more sulfur atoms
item | SMILES | GLP1R cytotox | GLP-1R inv ag | PLK1 PBD block | PTHR1 agonist | EPAC1 ag | IL2 activator | PI5P4K alpha inh | EPAC1 antagonist | GLP1R ag
4 | CCc1nc(N2CCN(C(=S)NCCCOC)CC2)c2c3c(sc2n1)CCCC3 | ? | 11µM* | -1% | -89%[inhibitor] | 8% | 4.5 | 2 | -9% | -1%
5 | CC(C)NC(=S)NCc1cccs1 | 4% | -15% | -8% | -10% | 8% | -0.7 | 2 | 7% | -3%
10 | O=C1Nc2ccccc2CCC1Sc1nnc(-c2ccc(Cl)cc2)s1 (stereo not drawn) | 6% | 0% | 1% | -24%[57.5 µM] | 0% | -1.1 | 1 | -14% | -6%

A few values from the list.
IL2 activator with #7 → 1.6
EPAC1 antagonist with #3 → -19%

The listing continues.
item | SMILES | GLP1R cytotox | GLP-1R inv ag | PLK1 PBD block | PTHR1 agonist | EPAC1 ag | IL2 activator | PI5P4K alpha inh | EPAC1 antagonist | GLP1R ag
21 | Cc1coc2cc3oc(=O)c(CCC(=O)NCCN4CCOCC4)c(C)c3cc12 | -3% | 25% | -2% | -8% | -32%[inhibitor] | 0.3 | -7 | 2% | 2%
22 | C=CCN1C=C2C(=O)C(C)(OC(=O)C3CCCC3)C(=O)C(c3ccccc3)=C2C=C1CCCC(=O)OC (stereo not drawn) | -5% | 22% | -1% | -8% | -6% | -0.5 | -4 | -25% | 0%
23 | Oc1c(C2=NCCNC(C(F)(F)F)=C2)ccc2ccccc12 | ? | ? | -10% | i | -7% | 5.9 | 18 | ? | 6%
24 | Cc1ccccc1NC(=O)CSc1nc(N)c(C#N)c(-c2cccs2)c1C#N | -25% | -11% | 1% | -11% | -17% | -0.4 | 1 | 10% | -20%
25 | COC(=O)C1=C(C)N(CCCC(=O)O)C(=O)NC1c1ccc(Br)cc1 (stereo not drawn) | 1% | 12% | -9% | i | 6% | 0.9 | -99* | -10% | 3%
26 | Cc1ccc(CNC(=O)C2CCN(S(=O)(=O)c3cccs3)CC2)cc1 | 1% | 13% | ? | -5% | -2% | 1.0 | -13 | -9% | 5%
27 | CC(C)(C)c1ccc(C(=O)NCCC(=O)NCc2ccc(F)cc2)cc1 | 2% | -9% | 5% | -11% | 1% | -2.8 | -3 | 5% | 0%
28 | CC(NC(=O)c1nn(C)c(=O)c2ccccc12)c1ccc(F)cc1 (stereo not drawn) | 29% | 57%[activator] | -9% | ? | 6% | -2.6 | nt | 7% | 8%
29 | O=c1c2cn[nH]c2nc(SCc2c(F)cccc2F)n1-c1ccc(Cl)cc1 | -9%&-5% | ? | 2% | -28%&-6% | -13% | -1.7 | 1 | -1% | 16%
30 | COc1ccc(CNC(=O)C(C)Cc2ccccc2)cc1O (stereo not drawn) | -22% | 0% | -8% | -18% | -8% | -0.5 | 1 | -1% | 3%
31 | O=C(/C(=C(\[O-])c1ccccc1)[n+]1ccc2ccccc2c1)c1ccc([N+](=O)[O-])cc1 | -1% | -4% | -4% | 21% | 1% | -3.0 | -3 | -13% | 0%
32 | CN(CC(=O)Nc1ccc(F)cc1)C(=O)COC(=O)COc1ccc(C#N)cc1 | 3% | -2% | -9% | -8% | 2% | -1.8 | -5 | 7% | -12%
33 | O=C(COc1ccc(Cl)cc1Cl)NCCCCc1ccccc1 | 0% | 0% | -2% | -33%[inhibitor] | 13% | 3.7 | nt | 0% | ?
34 | COc1ccc(N(Cc2ccccc2)N=O)cc1 | 0% | -11% | -14% | i | 2% | -2.4 | 1 | -16% | 19%
35 | O=C(C[n+]1ccc(C(=O)c2ccccc2)cc1)Nc1ccccc1OC(F)F | -8% | -11% | 0% | -5% | -7% | -0.1 | 2 | 3% | 9%
36 | C=CCSc1nnc(-c2cc3c(C(F)(F)F)nn(C)c3s2)n1C | -14% | 13% | 1% | i | -1% | 0.6 | -1 | 6% | 0%
37 | COc1cccc(C(=O)NCC(=O)OCC(=O)NC2CCCCC2)c1 | 20% | -7% | -17% | -7% | 2% | -2.8 | 5 | -2% | 3%
38 | CCCCC(NC(=O)Cc1c(C)c2cc3c4c(oc3cc2oc1=O)CCCC4)C(=O)O (stereo not drawn) | 10% | 39%[activator] | -22% | i | 2% | -4.0 | 14 | -8% | 12%
39 | CCCNC(=O)Nc1cc(S(=O)(=O)CC)ccc1O | 4% | -2% | 4% | -4% | 5% | -0.6 | -5 | -5% | 1%
40 | CCOC(=O)C1(C)C=C(Nc2ccc(Br)cc2)C(=O)N1c1ccccc1 (stereo not drawn) | 2% | -4% | nt | i | nt | nt | nt | nt | 0%
41 | CC(C)OC(=O)C1C(=O)CC(C)(O)C(C(=O)OC(C)C)C1c1ccc([N+](=O)[O-])cc1 (stereo not drawn) | -2%[0.307 µM] | -13%[0.307 µM] | -3% | -46% | 0% | -0.3 | -5 | -15% | 26%

Arranged by count of non-hydrogen atoms (largest number first): part of the list above
item | SMILES | GLP1R cytotox | GLP-1R inv ag | PLK1 PBD block | PTHR1 agonist | EPAC1 ag | IL2 activator | PI5P4K alpha inh | EPAC1 antagonist | GLP1R ag
11 | O=c1c2c3c(sc2n2cnnc2n1-c1ccccc1)N(Cc1ccccc1)CCC3 | 81%[activator] | 7% | 30µM* | -41%[inhibitor][57.5 µM] | 5% | 0.0 | -20 | -4% | 1%
40 | CCOC(=O)C1(C)C=C(Nc2ccc(Br)cc2)C(=O)N1c1ccccc1 (stereo not drawn) | 2% | -4% | nt | i | nt | nt | nt | nt | 0%
19 | O=C(NNC1CC(=O)N(c2ccccc2)C1=O)c1cccnc1 (stereo not drawn) | 1% | 15% | -4% | i | -11% | 1.7 | 0 | 2% | -1%

Screening data from PubChem BioAssay.

These rows are one share of the data (hit frequency here may not be typical).
